PglD inh: C. jejuni PglD acetyltransferase inhibitors, primary screen, biochemical, DTNB colorimetric, single point; UDP-N-acetylbacillosamine N-acetyltransferase PglD (Campylobacter jejuni); purified PglD enzyme, DTNB colorimetric CoA detection; inhibition, % at 12.5 µM; 360,000 tested, 0.098% active; AID 602405, 2012; in the data active = inhibition above about 16%, passing the limit was not always enough; inconclusive = no clear call, values can overlap the other calls; note: strong numbers were not always called active
RAD54 branch: inhibitors of human RAD54 branch migration, primary screen, biochemical, fluorescence, single point. 360,000 tested, 0.14% active. inhibition, % at 10.4 µM. DNA repair and recombination protein RAD54-like (Homo sapiens), Q92698. RAD54 Holliday junction branch migration, FAM/BHQ fluorescence;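 active = mean normalized replicate activity at least 40 and at least half of replicates scoring 40 or more; inconclusive = only one of the two criteria met; inactive = mean below 40 and under half of replicates reaching 40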;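 note: 0% = median of neutral control wells and 100% = median of positive control wells; inhibitors cause a drop in the FAM fluorescence signal; in these data hits start at about 50%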
esBAF inh: Bmi1 luciferase reporter increase in mESCs, primary screen, esBAF inhibitor project, mouse ES cells, Bmi1 luciferase knock-in, single point; 24 h; 100% = twice the neutral-well signal; reporter increase, % at 12.5 µM; 350,000 tested, 2% active; AID 602393, 2012; in the data active = activation above about 40%; inconclusive = no clear call, values can overlap the other calls;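 note: 0% = median of the plate's neutral control wells and 100% = double that signal; a rise in the Bmi1 reporter signal indicates esBAF inhibition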
RAD52 anneal inh: RAD52 DNA annealing inhibitors, primary screen, biochemical, FRET, single point, set 2; DNA repair protein RAD52 homolog (Homo sapiens), P43351; recombinant RAD52 DNA annealing, FRET fluorescence; inhibition, % at 18.7 µM; 360,000 tested, 0.46% active; AID 651710, 2012;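 active = every replicate showing at least 50% inhibition; inconclusive = mean inhibition at least 50% but not in every replicate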
Target sequence (P43351 whole entry, looked up): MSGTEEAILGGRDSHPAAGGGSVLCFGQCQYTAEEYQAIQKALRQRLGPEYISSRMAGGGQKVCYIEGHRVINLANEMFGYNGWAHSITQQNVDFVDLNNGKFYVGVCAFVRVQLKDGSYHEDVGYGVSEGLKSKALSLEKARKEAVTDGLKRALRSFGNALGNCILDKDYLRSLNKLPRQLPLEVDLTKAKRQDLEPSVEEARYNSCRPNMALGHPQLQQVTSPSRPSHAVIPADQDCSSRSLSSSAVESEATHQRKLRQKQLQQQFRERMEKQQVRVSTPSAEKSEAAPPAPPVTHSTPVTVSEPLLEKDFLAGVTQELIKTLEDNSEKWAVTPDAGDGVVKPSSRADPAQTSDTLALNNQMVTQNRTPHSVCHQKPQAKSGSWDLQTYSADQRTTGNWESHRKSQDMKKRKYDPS
E-selectin induc: E-selectin induction in HUVECs, primary screen, imaging, HUVEC, immunofluorescence imaging, single point; activation, % at 7.58 µM; P16581; normalized: neutral wells 0, TNF-alpha wells 100; 260,000 tested, 0.37% active; AID 686992, 2013;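 active = mean E-selectin-positive cell signal at least 10% of the positive control, reached in at least 60% of replicates, without over 20% cell loss; inconclusive = no rule given, readout overlaps actives, possibly toxicity-flagged; inactive = the rest, including those meeting only one limit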;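 note: in these data hits start at about 27%; measured in HUVEC primary endothelial cells; signal is the percent of cells scored E-selectin positive by PE staining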
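Read-out: % PE-positive cells | Test system: HUVEC | Doses: One compound dose added by pin transfer | Buffer or medium: EGM-2 over gelatin coat | Signal: Immunofluorescence imaging | Benchmarks: TNF-alpha, DMSO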
ARNT TACC3 PPI: disruptors of ARNT/TACC3 protein interaction, primary screen, biochemical, AlphaScreen, single concentration; AlphaScreen His-ARNT PAS-B/GST-TACC3 binding, luminescence; TACC3 fragment carries E629A point mutation; inhibition, % at 9.99 µM; 390,000 tested, 0.66% active;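 active = mean inhibition of replicates at least 50% and at least half of replicates each reaching 50%; inconclusive = half or more replicates reach 50% but mean below 50%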;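 note: 0% = complete ARNT plus TACC3 wells and 100% = ARNT alone without TACC3; many hits fall short of the cut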
Casp6 inh: human caspase-6 inhibitors, primary screen, biochemical, VEID-R110 fluorescence, single point, set 2 | P55212 | purified caspase-6, Z-VEID-R110 cleavage fluorescence | inhibition, % at 12.5 µM | 350,000 tested, 0.53% active | AID 686996, 2013;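 active = mean inhibition across replicates at least about 35%, with every replicate also reaching that limit, limit read from the data; inconclusive = only one of the two criteria met; inactive = neither criterion met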;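 note: 0% = median of neutral control wells and 100% = no fluorescence left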
ERp5 inh: inhibitors of ERp5-driven insulin aggregation, primary screen, biochemical, turbidity, absorbance 650 nm, single point. 90 min. Protein disulfide-isomerase A6 (Homo sapiens), Q15084. 350,000 tested, 0.05% active. inhibition, % at 9.99 µM. AID 651711, 2012;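 active = mean replicate inhibition above about 25%, with every replicate also reaching it, limit read from the data, passing the limit was not always enough; inconclusive = only one of those two criteria met; inactive = neither criterion met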
Target sequence (Q15084 whole entry, looked up): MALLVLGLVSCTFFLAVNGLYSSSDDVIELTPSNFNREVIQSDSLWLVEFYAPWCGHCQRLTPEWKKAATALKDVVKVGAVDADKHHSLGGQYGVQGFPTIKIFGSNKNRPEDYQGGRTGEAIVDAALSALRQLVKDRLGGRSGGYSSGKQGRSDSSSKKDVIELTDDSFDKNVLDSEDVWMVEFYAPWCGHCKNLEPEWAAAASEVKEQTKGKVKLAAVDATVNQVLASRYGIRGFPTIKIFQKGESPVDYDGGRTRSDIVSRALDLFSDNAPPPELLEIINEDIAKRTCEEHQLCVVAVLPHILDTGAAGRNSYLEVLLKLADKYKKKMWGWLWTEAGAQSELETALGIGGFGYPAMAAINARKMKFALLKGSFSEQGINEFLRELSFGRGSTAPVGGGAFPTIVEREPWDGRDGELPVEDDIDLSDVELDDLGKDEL
* hit, by the source's call; ? = inconclusive; . = not tested or not shown; & = joins results of further samples.

Below each SMILES: PglD inh | RAD54 branch | esBAF inh | RAD52 anneal inh | E-selectin induc | ARNT TACC3 PPI | Casp6 inh | ERp5 inh
O=S(=O)(c1ccc2nc(N3CCN(c4ccccc4F)CC3)ccc2c1)N1CCCCC1
 : 0 | -2 | 4 | -16 | . | -28 | 0 | 0
O=S(=O)(Nc1ccc2c(c1)OCO2)c1cccc(Br)c1
 : -4 | -5 | 3 | 14 | . | -3 | 6 | 6
O=C(c1cccc(F)c1)N1CC(=O)N2[C@H](CO)[C@@H](c3ccc(-c4ccccc4F)cc3)[C@H]2C1
 : . | . | . | -1 | -0.2 | . | 0 | 4
CCO[C@@H]1OC(C(=O)O)=C[C@H](C)[C@H]1CCCO
 : 1 | 1 | -1 | -34 | . | -6 | -2 | -2
COC(=O)C[C@@H]1CC[C@@H]2[C@H](COc3ccc(NC(=O)c4ccc(F)c(F)c4)cc3C(=O)N2C)O1
 : 3 | 0 | -4 | -21 | 0.0 | -10 | 0 | -8
Cc1ccc(S(=O)(=O)CC(=O)Nc2sc(C)c(C)c2C(N)=O)cc1
 : 5 | 0 | -7 | -17 | -0.1 | -11 | 0 | -3
COc1ccc(NC(=O)Nc2ccc3c(c2)C(=O)N([C@@H](C)CO)C[C@@H](C)[C@H](CN(C)Cc2ccc(Cl)c(Cl)c2)OCCCC[C@@H](C)O3)cc1
 : 1 | 1 | 3 | 16 | 0.5 | 5 | -1 | -11
CCOC(=O)C1CCN(C(=O)COC(=O)COc2ccc(Cl)cc2)CC1
 : 2 | 3 | -7 | -8 | 0.5 | 11 | 1 | 2
CCCCN(C)Cc1c(C)[nH]c2c(ccc3ccccc32)c1=O
 : 0 | 27 | 6 | 1 | 0.0 | 11 | 3 | 2
O=c1ccc(NS(=O)(=O)c2ccccc2Cl)cn1Cc1ccc(Cl)c(Cl)c1
 : 4 | -12 | 6 | . | . | 1 | . | .
CCOC(=O)C1(C)CCN1C(=O)c1cc(C)oc1C (centres undefined)
 : 1 | -6 | -1 | -18 | -0.2 | . | 5 | 0
Cc1cc(C)nc(/N=C(\N)Nc2ccc(C)c([N+](=O)[O-])c2)n1
 : -3 | -3 | -21 | . | . | -3 | . | .
Cc1cccc(CNC(=O)c2sc(=O)n(Cc3ccc(S(C)(=O)=O)cc3)c2C)c1
 : -4 | -13 | 11 | -28 | . | . | 1 | -4
Cc1cc(/C=C2/SC(=O)NC2=O)c(C)n1-c1ccc(N2CCOCC2)cc1
 : -3 | 12 | . | . | -0.4 | -21 | . | .
Cc1nc2ccc([N+](=O)[O-])cc2nc1C
 : . | . | . | -10 | . | -5 | -5 | 3
COc1ccccc1NC(=O)N(Cc1ccccc1)c1ccccn1
 : -1 | -3 | 9 | . | . | 0 | . | .
O=C(O)c1ccccc1C(=O)NNC(=O)C(c1ccccc1)c1ccccc1
 : 0 | -4 | . | -34 | -0.4 | 1 | 6 | -8
O=C(N/N=C/c1cc(Cl)cc([N+](=O)[O-])c1O)C1CC1
 : -8 | 3 | -8 | -7 | -0.5 | 9 | 6 | 4
C[C@H]1CN([C@@H](C)CO)C(=O)c2cccc(NS(=O)(=O)c3cccs3)c2O[C@@H]1CN(C)CC1CCCCC1
 : 1 | 4 | -3 | 11 | . | -19 | -1 | -2
C[C@H](CO)N1C[C@H](C)[C@H](CN(C)C(=O)CCC(F)(F)F)OCCCC[C@H](C)Oc2ccc(NC(=O)c3ccccc3)cc2C1=O
 : -3 | 0 | 0 | 11 | -0.2 | -8 | 0 | 0

Going on with the list.
Below each SMILES: PglD inh | RAD54 branch | esBAF inh | RAD52 anneal inh | E-selectin induc | ARNT TACC3 PPI | Casp6 inh | ERp5 inh
CN1CCSc2ccc(C(=O)NCc3cccc(F)c3)cc21
 : -4 | 6 | 9 | -24 | 2.6 | -5 | 0 | 0
O=C(CCNS(=O)(=O)c1ccccc1F)N1CCN(C(c2ccccc2)c2ccccc2)CC1
 : 0 | -1 | 6 | -2 | -1.1 | 2 | 0 | 0
O=C(Cc1c(F)cccc1Cl)N/N=C/c1cccnc1
 : -10 | -2 | 0 | -9 | 0.0 | -6 | -6 | 13
CCC(=O)N1CC2(C1)[C@@H](c1ccccc1)[C@@H](CO)N2Cc1cc(F)ccc1F
 : . | . | . | -28 | -0.2 | . | 4 | 2
NC(c1csc(Nc2ncccn2)n1)c1ccccc1Cl (centres undefined)
 : -3 | -6 | 8 | -4 | -0.2 | . | 2 | -2
C[C@H]1CN([C@@H](C)CO)C(=O)c2ccccc2-c2ccccc2CO[C@@H]1CN(C)C(=O)Nc1cccc(F)c1
 : 0 | 5 | -1 | 11 | -0.4 | 8 | -3 | -1
CC(C)Cn1nc(C(=O)OCC(=O)NCC(F)(F)F)c2ccccc2c1=O
 : -1 | -1 | -7 | 2 | . | . | 2 | 11
CC(C)c1ccc(NC2CCCN(C(=O)CCCn3cncn3)C2)cc1 (centres undefined)
 : 1 | 2 | 9 | -6 | . | 2 | -2 | 3
CCC(C)Sc1ccc(-c2nc3ccc(C)cn3c2NCc2ccccc2)cc1 (centres undefined)
 : 0 | -8 | 21 | -37&-3 | 2.0&0.2 | 0 | -1&1 | 7&-1
Cn1c(N)c(C(=O)CSc2nnc(C3CC3)n2Cc2ccccc2)c(=O)[nH]c1=O
 : 1 | 3 | 8 | -32 | -0.4 | -7 | -1 | 3
Cc1ccc(NC(=O)CSc2nccn2Cc2ccco2)cc1
 : -2 | 7 | 56* | -13 | 0.4 | 0 | -2 | 8
Cc1cc(C)c(C#N)c(SCc2ccccc2)n1
 : 8 | -1 | 3 | . | . | 27 | . | .
O=C(Nc1ccc(C(F)(F)F)cc1)N1[C@@H]2CNC[C@H]1C2c1ccc(-c2cccnc2)cc1 (some centres undefined)
 : . | . | . | 19&35 | 0.2&0.3 | . | 3&2 | 14&-4
CC(OC(=O)CCN=C1NS(=O)(=O)c2ccccc21)C(=O)NC1CCCCC1C (centres undefined)
 : . | . | -4 | 1 | ? | -2 | 0 | -4
CCC(=O)N1[C@H](CN(C)C(C)=O)[C@H](c2ccc(C3=CCCC3)cc2)[C@@H]1CO
 : . | . | . | -15 | 0.0 | . | 2 | 1
Cc1cccc(-n2cc(-c3ccccc3)c3c(NN4CCOCC4)ncnc32)c1
 : . | . | . | -15 | . | -1 | -1 | -1
CC(C)C(=O)OC/C(O)=C(\C#N)c1nc2ccccc2[nH]1
 : 3 | 4 | -3 | -55 | . | 22 | 5 | 8
Cc1ccc2c(c1)c1c(n2C)C(C(N)=O)CCC1 (centres undefined)
 : 7 | -10 | -1 | . | . | -6 | . | .
O=c1[nH]c2ccc(S(=O)(=O)NCCO)cc2[nH]1
 : . | . | . | -18 | . | -6 | 0 | 2
O=C1CCCCC1c1cccc2ccccc12 (centres undefined)
 : 1 | 7 | -1 | . | . | -10 | . | .

(cont.)
Below each SMILES: PglD inh | RAD54 branch | esBAF inh | RAD52 anneal inh | E-selectin induc | ARNT TACC3 PPI | Casp6 inh | ERp5 inh
Cc1ccc(S(=O)(=O)C(C#N)c2nc3ccccc3nc2OC(C)C)cc1 (centres undefined)
 : 3 | -3 | 3 | . | . | 0 | . | .
CC[C@@]1(C(=O)OC)N[C@H](CN(C)C(=O)C2CCCCC2)[C@@H]2C(=O)N(Cc3ccccc3)C(=O)[C@@H]21
 : -2 | -6 | -2 | -12 | -0.3 | 9 | -1 | -9
O=C1C(CCc2ccccc2)ON=C(c2cnccn2)N1Cc1ccc(F)cc1 (centres undefined)
 : 7 | -8 | 2 | -14 | . | . | 1 | 7
CCOCCn1c(N2CCCC2)nc2c1c(=O)n(C)c(=O)n2C
 : 9 | 4 | -3 | -6 | . | 2 | -1 | -4
COC(=O)c1ccccc1NC(=O)CSc1nccn1C
 : -3 | -9 | -5 | . | . | 17 | . | .
CCN(C[C@H]1[C@H](c2ccccc2)[C@@H](CO)N1S(C)(=O)=O)C(=O)C1CC1
 : 0 | 2 | 0 | -10 | -0.2 | -7 | 2 | 9
CC1CCCCN1CCCNC(=O)CCCN1C(=O)c2cccnc2Sc2ccccc21 (centres undefined)
 : -4 | -15 | -8 | . | . | -4 | . | .
O=C1CN(C(=O)c2cc(Br)c(Br)s2)c2ccccc2N1
 : 1 | 2 | 6 | -28 | . | . | 3 | 3
Cc1ccc(S(=O)(=O)N(C)C[C@H]2OCCCC[C@H](C)Oc3ccc(NS(C)(=O)=O)cc3C(=O)N([C@@H](C)CO)C[C@@H]2C)cc1
 : 1 | 1 | -5 | 1 | 1.5 | -6 | 1 | -4
COCCCn1c(C(=O)Nc2ccc3c(c2)OCO3)cc2c(=O)n3cccc(C)c3nc21
 : -2 | 2 | 27 | -29 | -0.4 | . | 0 | -9
COc1cc(NC(=O)c2cccc3c2C(=O)N(C2CCCCC2)C3)cc(OC)c1OC
 : 0 | 12 | 3 | 2 | . | . | 15 | 1
C[C@@H]1CCCCO[C@@H](CN(C)C(=O)Nc2cccc3ccccc23)[C@H](C)CN([C@@H](C)CO)C(=O)c2cc(NC(=O)Cc3ccccc3)ccc2O1
 : -2 | 2 | 20 | -23 | 0.4 | -1 | 3 | 5
COc1ccc(N(CC(=O)NCCSc2ccccc2)S(=O)(=O)c2ccccc2)cc1
 : -7 | 8 | -1 | -16 | 0.2 | 2 | -2 | 9
COc1cccc(-c2ccc([C@@H]3[C@@H](CO)N4C(=O)CN(C(=O)C5CCC5)C[C@H]34)cc2)c1
 : . | . | . | 5 | ? | . | 3 | 18
CC(C)CCNC(=O)Cc1ccc(Nc2nc(=S)[nH]c3ccccc23)cc1
 : -1 | -1 | 11 | -9 | -0.5 | 17 | 2 | 5
CC(=O)N[C@H]1CC[C@H](CCNC(=O)C2CCC2)O[C@H]1CO
 : -5 | -6 | -2 | -2 | -0.1 | . | 30 | 2
COc1ccccc1NC(=O)CCC(=O)OC(C)C(=O)c1ccccc1 (centres undefined)
 : -5 | 8 | 5 | -7 | 0.0 | 1 | -5 | 3
CC(=O)N1CCCN(Cc2cn(-c3ccc(C)cc3)nc2-c2ccc(F)cc2)CC1
 : . | . | . | -4 | 0.0 | -2 | -2 | 0
CC1(C)C2CCC1(CS(=O)(=O)N1CCC(C(=O)O)CC1)C(=O)C2 (centres undefined)
 : 3 | . | -11 | 9 | . | -4 | -2 | 2
Cc1nc2scc(C)n2c(=O)c1S(=O)(=O)Nc1ccc(OC(F)(F)F)cc1
 : -2 | -7 | 5 | -11 | . | 2 | 2 | 4
C[C@@H]1CN([C@@H](C)CO)C(=O)c2cc(C#C[C@@H](C)O)cnc2O[C@H]1CN(C)C(=O)Cc1ccncc1
 : -4 | 1 | -4 | -17 | -0.8 | 9 | 0 | 0
COCC(=O)N(C)C[C@@H]1Oc2ncc(-c3ccccc3F)cc2C(=O)N([C@@H](C)CO)C[C@@H]1C
 : 4 | -9 | -6 | 16 | 0.3 | -11 | -10 | -3
